PglD DTNB – C. jejuni PglD acetyltransferase inhibitors, primary screen, biochemical, DTNB colorimetric, single point | hit rate 0.098% among 360,000 | AID 602405, 2012 | inhibition, % at 12.5 µM | UDP-N-acetylbacillosamine N-acetyltransferase PglD (Campylobacter jejuni) | purified PglD enzyme, DTNB colorimetric CoA detection; in the data active = inhibition above about 16%, passing the limit was not always enough; note: strong numbers were not always called active
E-sel inducer – E-selectin induction in HUVECs, primary screen, imaging, HUVEC, immunofluorescence imaging, single point; AID 686992, 2013; activation, % at 7.58 µM; P16581; hit rate 0.37% among 260,000; normalized: neutral wells 0, TNF-alpha wells 100;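 active = mean E-selectin-positive cell signal at least 10% of the positive control, reached in at least 60% of replicates, without over 20% cell loss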;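 note: in these data hits start at about 27%; measured in HUVEC primary endothelial cells; signal is the percent of cells scored E-selectin positive by PE staining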
Target sequence (P16581 whole entry, looked up): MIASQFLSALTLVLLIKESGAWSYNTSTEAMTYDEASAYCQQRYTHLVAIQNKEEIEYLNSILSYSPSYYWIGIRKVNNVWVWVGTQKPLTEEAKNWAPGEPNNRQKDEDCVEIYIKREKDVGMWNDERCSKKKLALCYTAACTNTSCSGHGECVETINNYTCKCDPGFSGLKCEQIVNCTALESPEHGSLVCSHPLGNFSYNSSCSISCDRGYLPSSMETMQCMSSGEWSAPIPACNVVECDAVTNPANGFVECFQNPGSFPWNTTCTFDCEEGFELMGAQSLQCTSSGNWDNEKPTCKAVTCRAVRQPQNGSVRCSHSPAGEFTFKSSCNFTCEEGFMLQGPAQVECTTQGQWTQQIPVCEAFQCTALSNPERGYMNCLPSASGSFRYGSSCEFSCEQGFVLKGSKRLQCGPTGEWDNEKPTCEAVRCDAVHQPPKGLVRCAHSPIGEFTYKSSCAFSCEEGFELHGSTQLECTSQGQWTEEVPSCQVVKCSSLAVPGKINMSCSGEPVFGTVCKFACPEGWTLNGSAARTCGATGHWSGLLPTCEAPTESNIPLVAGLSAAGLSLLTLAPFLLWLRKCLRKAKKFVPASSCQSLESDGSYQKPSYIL
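System: HUVEC, human umbilical vein endothelial cells; quantity: 3,000 cells/well; buffer or medium: EGM-2 medium, gelatin-coated wells; dosing: single-point compound dose; detection: immunofluorescence imaging; evaluation: % PE-positive cells; benchmarks: TNF-alpha, DMSO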
ERAP1 HTS inh – human ERAP1 aminopeptidase inhibitors, primary screen, biochemical, single point, plate reader; Endoplasmic reticulum aminopeptidase 1 (Homo sapiens), Q9NZ08; recombinant ERAP1, Leu-AMC fluorescence, 60 min; inhibition, % at 10.7 µM; hit rate 0.15% among 340,000; AID 652197, 2013;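 active = mean replicate inhibition of at least 30%, or all replicates individually reaching that 30% level; inactive = mean below 30% and not every replicate reaching it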;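 note: 0% = neutral control wells and 100% = L-leucinethiol positive control wells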
RAD52 anneal inh – RAD52 DNA annealing inhibitors, primary screen, biochemical, FRET, single point, set 2; DNA repair protein RAD52 homolog (Homo sapiens), P43351; recombinant RAD52 DNA annealing, FRET fluorescence; inhibition, % at 18.7 µM; hit rate 0.46% among 360,000; AID 651710, 2012;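 active = every replicate showing at least 50% inhibition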
Target sequence (P43351 whole entry, looked up): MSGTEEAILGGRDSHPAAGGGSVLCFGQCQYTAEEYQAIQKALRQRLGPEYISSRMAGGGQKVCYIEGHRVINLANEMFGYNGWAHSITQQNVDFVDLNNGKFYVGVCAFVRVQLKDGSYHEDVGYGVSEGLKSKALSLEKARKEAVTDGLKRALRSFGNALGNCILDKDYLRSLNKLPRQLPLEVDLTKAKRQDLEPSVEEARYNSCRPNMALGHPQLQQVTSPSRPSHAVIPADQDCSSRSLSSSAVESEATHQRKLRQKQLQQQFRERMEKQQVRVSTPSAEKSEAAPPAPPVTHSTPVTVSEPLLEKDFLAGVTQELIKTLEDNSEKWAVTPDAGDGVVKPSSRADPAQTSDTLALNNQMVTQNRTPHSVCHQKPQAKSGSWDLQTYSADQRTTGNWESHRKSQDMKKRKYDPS
Cneo AK release – Cryptococcus neoformans cell lysis inducers, primary screen, AK release luminescence, single concentration. C. neoformans lysis, adenylate kinase release luminescence, 4 h; normalised: neutral wells 0, clomiphene wells 100. lysis activity, % at 15 µM. hit rate 0.2% among 360,000. AID 651654, 2012;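 active = mean lysis activity across replicates of at least 80%, whatever share of replicates individually reach that level; inactive = mean lysis activity below 80%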
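Assay system: log-phase C. neoformans yeast / Quantity: yeast cell density of 5 × 10^6 cells/mL / Medium: fresh YPD growth medium / Compound: single dose / Timing: static 4 h at 37 °C with compound, 1 h detection / Measured by: adenylate kinase release luminescence / Read-out: lysis from increased AK signal / Benchmarks: Clomiphene as positive lysis control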
RAD54 branch – inhibitors of human RAD54 branch migration, primary screen, biochemical, fluorescence, single point. DNA repair and recombination protein RAD54-like (Homo sapiens), Q92698. RAD54 Holliday junction branch migration, FAM/BHQ fluorescence. inhibition, % at 10.4 µM. hit rate 0.14% among 360,000. AID 602329, 2012;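 active = mean normalized replicate activity at least 40 and at least half of replicates scoring 40 or more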;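 note: 0% = median of neutral control wells and 100% = median of positive control wells; inhibitors cause a drop in the FAM fluorescence signal; in these data hits start at about 50%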
miR122 inh – miR-122 Renilla sensor signal increase in Huh7, primary screen, miR-122 inhibitor project, cell-based, single point, plate reader; AID 602342, 2012; activation (reporter increase), % at 12.5 µM; hit rate 0.3% among 340,000; Huh7 miR-122 Renilla luciferase sensor, 48 h; neutral wells = 0, positive control = 100;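 active = mean replicate activation score at least 90 and every replicate individually at or above 90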;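 note: higher luciferase means less miR-122 activity so hits act as miR-122 inhibitors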
PGC1a acetyl inh – inhibitors of PGC1a acetylation signal, primary screen, cell-based, U2OS, AlphaScreen, inhibitor mode. AlphaScreen anti-acetyl-lysine; with virally co-expressed GCN5 acetyltransferase. inhibition, % at 15.6 µM. hit rate 0.17% among 350,000. AID 651687, 2012;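 active = every replicate shows inhibition of at least 40%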;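 note: 0% = neutral control wells and 100% = positive control wells; some results beyond the cut were filed as inactive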
Starred values were filed as active, the others as inactive; · = no result given; & = joins results of further samples; ! = not active in a repeat; [ ] = remark or other dose. This is a subset (hit frequency here may not be typical).

compound | PglD DTNB | E-sel inducer | ERAP1 HTS inh | RAD52 anneal inh | Cneo AK release | RAD54 branch | miR122 inh | PGC1a acetyl inh
COC(=O)C1=C(c2ccc(F)cc2F)C[C@@H]2CC[C@H]1N2C(=O)NC1Cc2ccccc2C1 | 6 | 0.0 | · | -86 | -1 | 2 | 6 | -1
CC1(C)C(=O)CC[C@@]2(C)C1=CCC1C2CC[C@]2(C)C(=O)CCC12 (some centres not stated) | · | -0.2 | -4 | 5 | · | · | -9 | 32
CNC(=O)Oc1ccc2c(c1)C(=O)c1ccccc1CO2 | 5 | · | · | · | -3 | -6 | -1 | 8
CCOC(=O)C1=C(C)OC(N)=C(C(=O)OCC)C12C(=O)Nc1ccc(Br)cc12 (configuration not stated) | 4 | · | · | · | 2 | -7 | 5 | -2
CCN1C[C@@]2(COC)C3[C@@H](OC)[C@H]4[C@@H]1[C@@]3(C1C[C@H]3[C@H](OC(C)=O)C1[C@]4(OC(C)=O)C[C@H]3OC)[C@@H](OC)C[C@H]2OC(C)=O (some centres not stated) | 2 | · | · | · | -1 | 2 | 2 | 4
Cc1ccccc1N1C(=O)CC(=O)NC1=O | -6 | · | · | · | 0 | -17 | -11 | -17
COc1ccc(C(c2nnnn2Cc2ccccc2)N2CCC(n3c(=O)[nH]c4ccccc43)CC2)cc1 (configuration not stated) | -4 | 6.7 | · | 3 | 1 | 4 | 4 | 21
COC(=O)C[C@@H]1CC[C@@H]2NC[C@H](O)COC[C@H]2O1 | -3 | -0.2 | · | · | 1 | 4 | 4[16.7 µM] | -2
CCCNC(=O)c1c(N)n(Cc2ccc3c(c2)OCO3)c2nc3ccccc3nc12 | -4 | · | · | · | 1 | 3 | 4 | -12
Cc1ccc(CN2CCN(Cc3ccccc3F)CC2)cc1 | -4 | 0.0 | 1 | -3 | -1 | 4 | -1 | ·
CCOCCCn1c(N)c(C(=O)Nc2sc3c(c2C(=O)OC)CCCC3)c2nc3ccccc3nc21 | 5 | · | · | · | 1 | -9 | 5 | -3
Cc1cc(OC(=O)N(C)C)nc(SCc2c(Cl)cccc2Cl)n1 | · | 4.7 | -1 | -5 | · | · | · | 1
O=C(Cc1ccccn1)N1CC2(C1)[C@H](c1ccccc1)[C@@H](CO)N2Cc1ccccn1 | · | 0.2 | -2 | -156 | · | · | · | 0
Brc1cccc(CNCCc2ccc3c(c2)OCO3)c1 | 3 | · | -1 | -15 | 9 | -9 | 6 | -6
Cc1cc(C)cc(OCCOc2cccc(C=C3C(=O)NC(=O)NC3=O)c2)c1 | 5 | · | 0 | -25 | -1 | -14 | · | ·
C=C1C(=O)O[C@@H]2C[C@@H](C)[C@@H]3C=CC(=O)[C@@]3(C)[C@@H](O)[C@H]12 | 1 | 0.4 | -1 | -3 | 0 | 8 | -18 | 47*
Clc1ccc(C(c2ccc(Cl)cc2)n2cc[n+](CC(OCc3ccc(Cl)cc3Cl)c3ccc(Cl)cc3Cl)c2)cc1 (configuration not stated) | -4 | 1.0 | -2 | 31 | 0 | -6 | -28 | ·
CCCCn1c(O)c(C(C)=NC(Cc2c[nH]c3ccccc23)C(=O)OC)c(=O)[nH]c1=O (configuration not stated) | -3 | · | · | · | -1 | 7 | -9 | ·
Cn1ccnc1P(=S)(c1nccn1C)c1nccn1C | 0 | · | 13 | -18 | 2 | -2 | -3 | -2
C[C@]12CC[C@H](O)C[C@@H]1CC[C@@H]1[C@@H]2CC[C@]2(C)[C@@H](C(=O)O)C[C@@H]12 | -2 | 0.4 | -3 | -2 | 0 | 10 | -4 | -10
NNC(=O)c1nc[nH]c1C(=O)Nc1ccc(Cl)cc1C(=O)c1ccccc1 | 3 | · | -3 | -7 | -12 | -4 | · | ·
CCCC#Cc1ccc([C@@H]2[C@H]3CN(C(=O)Cc4ccccn4)CCCCN3[C@H]2CO)cc1 | 0 | -0.4 | -6 | -37 | -1 | 6 | -4[16.7 µM] | -3
C[C@@H]1CN([C@@H](C)CO)C(=O)CCCn2nncc2CO[C@H]1CN(C)C(=O)Oc1cccc2ccccc12 | 1&-1 | 0.3&-0.2 | -4&-4 | 0&14 | 88*! | -2&-7 | -10 | 1&0&3
COC(=O)[C@H]1[C@H](CO)[C@H]2Cn3c(ccc(/C=C/c4ccccc4)c3=O)[C@@H]1N2C(=O)C1CC1 | -1 | 0.3 | 0 | 16 | -1 | 1 | · | ·
CCCCn1c(O)c(/C=N/NC(=O)c2ccncc2)c(=O)[nH]c1=S | -15 | 1.6 | 15 | -222 | -3 | -15 | 3 | -3
Clc1cc(Cl)c(-c2cc(Cl)c(Cl)cc2Cl)cc1Cl | 4 | · | 3 | -3 | 2 | 3 | -4 | -6
CC(Cc1ccccc1)N1C(=O)c2ccccc2C1=O (configuration not stated) | -7 | 0.2 | 6 | -2 | 0 | -7 | -3 | ·
C/C=C1\NC(=O)[C@H](C)NC(=O)[C@@H](NC(=O)[C@H](Cc2ccc(O)cc2)NC(=O)[C@@H](NC(=O)/C(C)=C/C)C(C)C)[C@@H](C)OC(=O)[C@H](CCCc2ccc(O)cc2)NC(=O)[C@@H](CCC(=O)O)NC1=O | -1 | 0.4 | 1 | -15 | -1 | -11 | -10 | 13
CCCCOc1ccc(CN2CCN(CCO)CC2)cc1 | -6 | · | · | · | -1 | 4 | 3 | 0
CSCCC(c1nnnn1-c1c(C)cccc1C)N1CCC2(CC1)C(=O)NCN2c1ccccc1 (configuration not stated) | 3 | 0.4 | · | -8 | 2 | -5 | -5 | -54
COc1ccc(CN2CCNCC2)c(OC)c1OC | 1&-3 | 1.3&1.4 | 1&-5 | 1&-10 | 2&1 | -7&2 | -2&1 | 6
CC(C)(C)c1ccc(O)c(CN2CCN(c3ccccc3)CC2)c1 | 7 | · | · | · | 0 | 1 | -5 | -9
N#CCN1CCN(c2ccc(C(F)(F)F)cc2)CC1 | 1 | 1.4 | · | · | -1 | 10 | -2 | 8
COC(=O)C1=C(c2ccc(-c3ccccc3)c(F)c2)C[C@@H]2CC[C@H]1N2C(=O)NCC1CC1 | 3 | -0.1 | -1 | -6 | -3 | 0 | · | ·
CCCCn1c(C)c(C(=O)O)c2cc(OC)c3ccccc3c21 | -1 | · | -5 | -16 | 0 | 3 | -3 | 1
COC(=O)C1=C(c2ccc(F)cc2OCc2ccccc2)C[C@@H]2CC[C@H]1N2C(=O)NC1CCCCC1 | 5 | 0.0 | -2 | 10 | -1 | 4 | 3 | -3
O=C1NC(c2cccnc2)Nc2sc3c(c21)CCCC3 (configuration not stated) | -6 | · | · | · | -2 | -13 | -7 | 22
c1ccc(CN2Cc3ccccc3-n3nncc3C2)nc1 | -2 | 3.0 | -1 | -10 | 1 | 4 | 3 | 11
O=C(Nc1ccc(Cl)cc1C(=O)c1ccccc1)c1ccco1 | -1 | · | · | · | 1 | 4 | 11 | -1
O=c1[nH]c(=O)n(CCC2=CCCCC2)c(O)c1C=NCCN1CCNCC1 | -5 | · | · | · | 1 | -3 | 1 | -9
COC(=O)[C@@H]1[C@@H](CO)[C@@H]2Cn3c(cccc3=O)[C@H]1N2CCc1ccccc1 | 2 | 0.0 | 1 | 10 | 1 | 8 | · | ·
CN1C(=O)N(C)C(=O)C2(Cc3cc(NC(=O)c4ccc(F)cc4)ccc3N3CCCC32)C1=O (configuration not stated) | 0 | 0.2 | 3 | -11 | 2 | -8 | 4 | 8
C[N+](C)(C)c1ccccc1 | -1 | 1.4 | 0 | 6 | -2 | 11 | 1 | -9
S=C(NCCc1ccccc1)NCCc1cnc[nH]1 | -4 | · | 2 | -17 | 0 | 10 | · | ·
C[C@]12CCC3C(CC[C@H]4C[C@@H](O)CC[C@]34C)C1[C@H]1CN=N[C@H]1[C@@H]2O (some centres not stated) | · | 0.1 | -1 | -57 | · | · | -3 | 11
COC(=O)CSC1=NP(=S)(SCC(=O)OC)N2CCCC2=C1C#N (configuration not stated) | 3 | · | · | · | 0 | -13 | 10 | -2
CN1CCCC(C(=O)c2ccc(-c3ccccc3)cc2)C1 (configuration not stated) | -7 | -0.1 | 0 | -1 | 0 | -5 | · | ·
CCc1ccc(OCC(=O)N2CCN(Cc3ccc4c(c3)OCO4)CC2)cc1 | -1 | 0.0 | 0 | -6 | 2 | -17 | -5 | 5
COC(=O)C1=C(c2cccc(C#N)c2)C[C@@H]2CC[C@H]1N2C(=O)NCCOc1ccccc1 | -6 | -0.1 | · | -12 | 0 | 2 | 2 | -14
Cn1c(=O)cc(OCC(=O)N2CCN(C3CCCCC3)CC2)c2ccccc21 | -1 | 0.4 | · | -4 | -3 | 3 | · | ·
Cc1nn(Cc2ccccc2)c(C)c1C(=O)NC1CCCc2ccccc21 (configuration not stated) | 0 | · | -1 | -9 | -1 | -1 | 3 | -3
N#Cc1ccc(/C=C/C(=O)O)cc1 | · | 4.6 | -5 | -5 | · | · | · | -2
c1ccc(-c2ccncc2)cc1 | 0 | · | 1 | -4 | 2 | -18 | -17 | 0
CC(=NCC1CCCO1)c1c(O)n(C)c(=O)n(C)c1=O (configuration not stated) | -9 | · | · | · | 0 | -3 | 3 | -12
CN1CCN(c2nc3ccccn3c(=O)c2C=C2C(=O)N(C)C(=O)N(C)C2=O)CC1 | -1 | · | · | · | -1 | 5 | -3 | 5
C[C@]12CC[C@@H](O)CC1=CCC1C2CC[C@@]2(C)C1CC[C@@H]2O (some centres not stated) | -11 | -0.2 | -1 | -7 | 0 | -10 | 3 | -9
O=C1NC(=O)N(CCC2=CCCCC2)C(=O)/C1=C\c1cccs1 | · | -0.1 | 4 | -52 | · | · | -33 | ·
CC12CN3CC(C)(CN(C1)C31CCSCC1)C2=O | -3 | · | · | · | 1 | -7 | -2 | 0
CN(C)C(=O)Oc1c(Cl)cc(Cl)c2cccnc12 | -6 | 17 | · | -12 | -1 | -1 | -6 | -7
COC12CCC3(CC1C(C)(O)C(C)(C)C)[C@H]1Cc4ccc(OC5OC(C(=O)O)[C@@H](O)C(O)[C@H]5O)c5c4[C@@]3(CCN1CC1CC1)C2O5 (some centres not stated) | 5 | · | 3 | 5 | 1 | 5 | 2 | 12
CCCC(C)C1(CC)C(=O)NC(=Nc2ccccc2OC)NC1=O (configuration not stated) | 5 | · | · | · | 0 | -1 | 0 | 7
O=C(C1CCC(=O)N1Cc1ccc(F)cc1)N1CCC2(CC1)OCCO2 (configuration not stated) | 5 | · | · | · | -2 | -3 | 0 | 2

By substructure, the entries above containing an aryl methoxy group.
compound | PglD DTNB | E-sel inducer | ERAP1 HTS inh | RAD52 anneal inh | Cneo AK release | RAD54 branch | miR122 inh | PGC1a acetyl inh
COc1ccc(C(c2nnnn2Cc2ccccc2)N2CCC(n3c(=O)[nH]c4ccccc43)CC2)cc1 (configuration not stated) | -4 | 6.7 | · | 3 | 1 | 4 | 4 | 21
COc1ccc(CN2CCNCC2)c(OC)c1OC | 1&-3 | 1.3&1.4 | 1&-5 | 1&-10 | 2&1 | -7&2 | -2&1 | 6
CCCCn1c(C)c(C(=O)O)c2cc(OC)c3ccccc3c21 | -1 | · | -5 | -16 | 0 | 3 | -3 | 1
CCCC(C)C1(CC)C(=O)NC(=Nc2ccccc2OC)NC1=O (configuration not stated) | 5 | · | · | · | 0 | -1 | 0 | 7
